# FBW7 activator: human FBW7 E3 ligase activation, primary screen; Q969H0; AlphaScreen FBW7–phospho-cyclin E peptide binding, activator screen; normalized activity (activation), % at 26.1 µM; actives 0.13% (n = 650,000); in the data active = normalized activity above about 1.9%;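 also: purified mutant Fbw7 with reduced substrate affinity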
# Target sequence (Q969H0 whole entry, looked up): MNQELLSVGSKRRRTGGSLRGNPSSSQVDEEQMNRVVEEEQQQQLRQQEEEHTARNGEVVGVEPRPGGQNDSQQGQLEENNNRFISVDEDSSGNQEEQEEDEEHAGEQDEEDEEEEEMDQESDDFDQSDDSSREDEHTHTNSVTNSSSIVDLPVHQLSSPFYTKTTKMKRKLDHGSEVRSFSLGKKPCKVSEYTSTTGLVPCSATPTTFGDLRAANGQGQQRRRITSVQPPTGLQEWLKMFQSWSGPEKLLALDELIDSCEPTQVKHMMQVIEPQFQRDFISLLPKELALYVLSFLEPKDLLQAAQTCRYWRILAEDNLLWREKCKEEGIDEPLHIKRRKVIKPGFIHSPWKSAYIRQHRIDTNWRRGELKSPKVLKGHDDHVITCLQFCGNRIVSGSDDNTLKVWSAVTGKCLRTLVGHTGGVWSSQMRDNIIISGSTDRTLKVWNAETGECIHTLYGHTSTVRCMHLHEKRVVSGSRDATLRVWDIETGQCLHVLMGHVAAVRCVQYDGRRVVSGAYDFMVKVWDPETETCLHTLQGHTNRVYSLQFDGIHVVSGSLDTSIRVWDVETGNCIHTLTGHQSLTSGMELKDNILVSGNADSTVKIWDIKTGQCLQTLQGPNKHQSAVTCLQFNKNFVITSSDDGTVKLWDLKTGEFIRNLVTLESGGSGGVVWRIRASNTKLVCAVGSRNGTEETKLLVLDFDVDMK
# GPR151 ag: activates the human receptor GPR151; Q8TDV0; PathHunter beta-arrestin GPR151 cells, luminescence; activation, % at 11.2 µM; actives 1% (n = 650,000); in the data active = activation above about 4.9%;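 also: 0% = median of compound wells and 100% = cells with positive control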
# Target sequence (Q8TDV0 whole entry, looked up): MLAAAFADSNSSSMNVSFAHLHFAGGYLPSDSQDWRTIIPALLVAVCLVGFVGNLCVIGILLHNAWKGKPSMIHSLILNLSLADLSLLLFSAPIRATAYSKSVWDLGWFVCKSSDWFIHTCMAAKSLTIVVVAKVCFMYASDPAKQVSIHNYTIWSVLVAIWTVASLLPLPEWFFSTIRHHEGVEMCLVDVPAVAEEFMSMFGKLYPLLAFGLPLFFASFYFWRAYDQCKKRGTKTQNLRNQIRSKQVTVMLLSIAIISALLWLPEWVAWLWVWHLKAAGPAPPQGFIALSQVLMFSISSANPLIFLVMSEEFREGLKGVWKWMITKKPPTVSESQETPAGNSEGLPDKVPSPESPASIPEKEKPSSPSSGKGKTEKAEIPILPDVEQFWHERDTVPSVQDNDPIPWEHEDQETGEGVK
# TEAD-YAP block: TEAD-YAP interaction inhibition | HEK-TIYL cells, TEAD-Gal4/YAP UAS-luciferase luminescence | actives 1.4% (n = 640,000) | inhibition, % at 9.12 µM; in the data active = inhibition above about 32%;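 also: 0% = median of test compound wells and 100% = reference inhibitor wells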
# MITF inh: blocks human microphthalmia-associated transcription factor | O75030 | actives 0.91% (n = 650,000) | inhibition, % at 2.6 µM | AlphaScreen MITF homodimerization, bead proximity signal; in the data active = inhibition above about 50%;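 also: 0% = vehicle wells with protein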
# Active calls of the source: *; nt = no result given; & = joins results of further samples. Random draw from the library; about 3.4% have a hit in one of these screens.
# Start of the listing, in advance (12 entries):
SMILES,FBW7 activator,GPR151 ag,TEAD-YAP block,MITF inh
COc1ccc(OC)c(CNc2nc(C)c(-c3ccn(C)n3)s2)c1,0.1,-0.5,-6.2,11.3
Cc1c(C(=O)Nc2cnc3ccccc3c2)sc2ncnc(N3CCN(c4ccccc4F)CC3)c12,0.2,1.0,-5.5,-5.2
CCOC(=O)NNC(=O)Nc1ccc(C(C)=O)cc1,0.0,1.5,-0.6,19.4
O=C(Nc1c(C(=O)Nc2ccccc2Cl)cnn1-c1ccccc1)c1cccs1,-0.2,2.8,-14.3,-5.0
CSc1nc2ccc(NC(=O)CSc3ccccn3)cc2s1,0.0,0.0,-45.4,2.0
O=C(c1ccc(Br)cc1)n1cc(C(F)(F)F)ccc1=O,0.0,1.6,13.7,4.2
O=C(c1ccccn1)N(C1CC1)C(Cc1ccccc1)C1CCN(CCO)CC1 (stereo unspecified),-0.1,0.1,-3.0,-0.6
COc1cc(/C=N/NC(=O)c2ccncc2)ccc1OC(=O)c1ccc([N+](=O)[O-])cc1,0.1,-0.1,-7.8,-1.6
N#Cc1ccc(/C=N/Nc2cccc(Cl)c2)cc1,0.0,0.9,-5.0,15.5
CSCCC(NC(=O)c1ccccc1C)C(=O)NCc1ccc(F)cc1 (stereo unspecified),0.1,-1.0,-4.5,-10.9
CCNC(=O)NCCN1CCN(C(=O)OC(C)(C)C)CC1,0.1,-2.8,4.2,20.2
Cc1ccc(NC(=O)N(CCc2ccncc2)C(C)C)cc1C,-0.1,-1.1,-5.5,4.3

# The list itself, from the first entry:
SMILES,FBW7 activator,GPR151 ag,TEAD-YAP block,MITF inh
COc1ccc(OC)c(CNc2nc(C)c(-c3ccn(C)n3)s2)c1,0.1,-0.5,-6.2,11.3
Cc1c(C(=O)Nc2cnc3ccccc3c2)sc2ncnc(N3CCN(c4ccccc4F)CC3)c12,0.2,1.0,-5.5,-5.2
CCOC(=O)NNC(=O)Nc1ccc(C(C)=O)cc1,0.0,1.5,-0.6,19.4
O=C(Nc1c(C(=O)Nc2ccccc2Cl)cnn1-c1ccccc1)c1cccs1,-0.2,2.8,-14.3,-5.0
CSc1nc2ccc(NC(=O)CSc3ccccn3)cc2s1,0.0,0.0,-45.4,2.0
O=C(c1ccc(Br)cc1)n1cc(C(F)(F)F)ccc1=O,0.0,1.6,13.7,4.2
O=C(c1ccccn1)N(C1CC1)C(Cc1ccccc1)C1CCN(CCO)CC1 (stereo unspecified),-0.1,0.1,-3.0,-0.6
COc1cc(/C=N/NC(=O)c2ccncc2)ccc1OC(=O)c1ccc([N+](=O)[O-])cc1,0.1,-0.1,-7.8,-1.6
N#Cc1ccc(/C=N/Nc2cccc(Cl)c2)cc1,0.0,0.9,-5.0,15.5
CSCCC(NC(=O)c1ccccc1C)C(=O)NCc1ccc(F)cc1 (stereo unspecified),0.1,-1.0,-4.5,-10.9
CCNC(=O)NCCN1CCN(C(=O)OC(C)(C)C)CC1,0.1,-2.8,4.2,20.2
Cc1ccc(NC(=O)N(CCc2ccncc2)C(C)C)cc1C,-0.1,-1.1,-5.5,4.3
COc1ccc(NC(=O)n2ncc3cc(Cl)ccc32)c(OC)c1,0.3,-1.0,4.8,2.9
Clc1ccccc1CN1CCN(Cc2ccccn2)CC1,0.2,-0.5,-15.6,73.5*
O=[N+]([O-])c1ccccc1-c1ccc(C2Nc3ccccc3C(c3ccccc3)(c3ccccc3)O2)o1 (stereo unspecified),-0.1,-0.9,-12.4,1.4
CCOC(=O)c1ccc(NC(=S)NNC(=O)COC)cc1,-0.2,0.0,5.0,-2.8
O=C(O)c1cccnc1Nc1cccc(SC(F)(F)F)c1,0.0,0.5,3.0,-4.2
O=C(NCc1ccc(F)cc1)C1c2ccccc2C(=O)N2CCc3ccccc3C12 (stereo unspecified),-0.1,-1.4,-16.4,-5.9
COCCn1c(SCC(=O)Nc2cccc(C)c2)nc2c(c1=O)SC(C)C2 (stereo unspecified),0.0,0.2,2.0,0.4
Cc1cc(C)c2sc(NC(=O)C3CCCCC3)nc2n1,0.2,0.4,1.9,0.9
O=[N+]([O-])c1ccc(O)c(C=Nc2ccc3ncccc3c2)c1,0.0,-0.3,-14.4,5.3
O=C(CC12CC3CC(CC(C3)C1)C2)Nc1noc2ncccc12,-0.7,-0.3,6.5,-6.6
CSCCC(NS(=O)(=O)c1ccc(NC(C)=O)cc1)C(=O)O (stereo unspecified),-0.7,-0.1,-10.5,-10.0
CSc1nnc(-c2cc(N(C)C)nc(N(C)C)n2)n1C,0.4,-2.5,10.9,7.1
O=C(CCc1ccccc1)NCCSc1ccccc1,-0.1,1.4,-44.1,-10.3

# (next part)
SMILES,FBW7 activator,GPR151 ag,TEAD-YAP block,MITF inh
O=C(CSc1nc2cc(C(=O)NCc3ccccc3)ccc2c(=O)n1CCc1ccccc1)c1ccccc1,-0.1,3.4,-7.2,-2.3
CCCCOc1ccc(S(=O)(=O)N2CCCCC2)cc1,0.1,2.3,-4.3,-1.2
CC(C)(C)CC(=O)NCC(c1ccco1)N1CCN(c2ccc(F)cc2)CC1 (stereo unspecified),0.0,0.7,5.6,11.9
CCN1C(=O)Cc2cc(NC(=O)Nc3cc(OC)c(OC)c(OC)c3)ccc21,0.2,-0.7,0.1,4.5
Cc1cc(/C=N/NC(=O)c2cccc([N+](=O)[O-])c2)c(C)n1-c1ccccc1,0.1,-0.1,-9.1,11.4
OC1(c2ccccc2)CC2CCC(C1)N2c1ncnc2nc[nH]c12 (stereo unspecified),0.1,-0.2,-6.9,10.7
CCn1c(C(=O)N2CCC(C(=O)NCCc3ccccc3)CC2)cc2sccc21,-0.2,-0.5,-5.1,-2.5
CC(C)(C)c1ccc(N(CCCN2C(=O)c3cccc4cccc(c34)C2=O)C(=O)c2ccc([N+](=O)[O-])cc2)cc1,0.2,-1.0,4.4,7.7
O=C1CC(Nc2ccc(I)cc2)C(=O)N1c1ccc(Cl)cc1 (stereo unspecified),0.2,-1.2,15.0,2.4
Cc1cnc(Nc2ccccc2)nc1Nc1ccccc1,0.1,0.2,10.3,14.4
O=C(O)C1CC=CCC1C(=O)NCc1ccc(F)cc1 (stereo unspecified),0.0,-2.2,-2.6,-6.8
COC(=O)c1cc(C(=O)Nc2ccc(S(=O)(=O)N3CCCC3)cc2)cc([N+](=O)[O-])c1,0.0,-1.5,-9.9,-5.5
O=C(O)CCn1c(SCc2cc(=O)n3cc(Br)ccc3n2)nc2ccsc2c1=O,0.0,1.2,2.2,1.2
CC(CC(=O)Nc1ccc(-c2cn3ccsc3n2)cc1)c1ccccc1 (stereo unspecified),0.3,-0.5,-8.6,8.8
Cc1ccc(NC(=O)CSc2cn(Cc3cccc(F)c3)c3ccccc23)cc1,-0.1,1.2,-5.8,4.8
Cc1cccc(-c2noc(CN(C)C(=O)Nc3cccc(Cl)c3)n2)c1,-0.1,-0.8,5.4,3.6
COC1=C[C@@H](C)[C@@H]2C[C@H]3OC(=O)C[C@H]4C(C)=C(OC)C(=O)[C@H]([C@@]2(C)C1=O)[C@@]34C,-0.1&-0.1,-0.4&-0.6,1.5&-2.2,9.2&-1.9
COc1ccc(C2CC(C(F)(F)F)n3nc(C(=O)Nc4ccc(Cl)c(C(F)(F)F)c4)cc3N2)cc1 (stereo unspecified),-0.1,1.7,-4.6,-0.9
CC(C)CCNC(=O)CN1C(=O)COc2ccccc21,0.9,-0.6,7.5,4.4
COc1cc(CN2CCN(c3ncccn3)CC2)cc(Br)c1O,-0.1,0.6,4.7,29.8
Nc1c(C(=O)c2cccs2)sc2nc(-c3cccs3)cc(-c3ccc(F)cc3)c12,0.2,-0.6,2.1,-11.1
Nc1nc(-c2csc3ccccc23)nc2c1ncn2-c1ccccc1,0.0,0.0,-3.4,-10.7
CC(=O)c1cccc(NC(=O)CSc2nnc(-c3ccccc3N)n2C)c1,0.0,0.4,-2.7,-9.6
CCOC(=O)C1(CC2CCCCO2)CCN(Cc2nc3ccccc3[nH]2)CC1 (stereo unspecified),0.0,-0.8,-4.6,2.1
COc1ccc(C(=O)NCc2ccc(N3CCN(C)CC3)cc2)cc1,-0.3,-1.4,-1.9,-15.9

# The results go on.
SMILES,FBW7 activator,GPR151 ag,TEAD-YAP block,MITF inh
CCC(=O)N1CCN(c2c(Cl)cccc2[N+](=O)[O-])CC1,0.1,0.8,-11.0,-13.8
O=C(Nc1cccc(Cl)c1)N[C@H]1C[C@H]2C(=O)N[C@@H](COCc3ccccc3)C(=O)N2C1,0.2,-0.1,-6.8,-8.4
COc1ccccc1C(=O)NCc1nnc(SCC(=O)N2N=C(c3cccs3)CC2c2ccc(F)cc2)n1-c1ccc([N+](=O)[O-])cc1 (stereo unspecified),0.0,-0.2,1.5,-6.3
O=C(O)[C@H](Cc1ccccc1)NS(=O)(=O)c1cccc2nsnc12,-0.2,0.4,-6.8,-10.8
CCN1CCCC(NS(=O)(=O)c2ccc(Cl)c(Cl)c2)C1 (stereo unspecified),-0.1,-0.4,-1.6,-15.9
O=C(CS(=O)CC(=O)NC1CCN(Cc2ccccc2)CC1)Nc1ccc(F)cc1 (stereo unspecified),-0.1,-0.2,6.7,-8.8
O=C(O)CCN1c2cccc3cccc(c23)S1(=O)=O,0.2,-0.5,4.2,9.7
CCS(=O)(=O)NCC(c1cccnc1)N1CCN(c2ccccc2OC)CC1 (stereo unspecified),-0.4,-0.1,4.9,13.5
CC1CN(C)CCC1CCc1ccc(NC(=O)c2ccncc2)cc1 (stereo unspecified),-0.1,0.4,-11.6,-9.6
COc1cccc(NC(=O)c2sc3ncn(CC(=O)N4CCCC(C)C4)c(=O)c3c2C)c1 (stereo unspecified),-0.7,0.3,-9.2,17.1
COc1ccc(-c2cc(C(F)(F)F)n3nc(C(=O)Nc4ccc5c(c4)OCO5)cc3n2)cc1,-0.1,-0.4,9.5,6.0
COCCn1c(-c2ccncc2)nn(CN2CCOCC2)c1=S,-0.2,-1.6,2.2,-1.8
Cc1c(C(=O)NCc2cccnc2)oc2ccc(S(=O)(=O)N3CCCC(C)C3)cc12 (stereo unspecified),0.1,-0.7,-2.6,-15.7
Cn1c(Nc2nc(C(=O)NCc3cccc(C(F)(F)F)c3)cs2)nc2ccccc21,0.1,-0.6,11.4,11.1
Cc1ccc(-c2nnc(-c3cccc(F)c3)o2)cc1,-0.1,-3.0,-75.2,1.0
CCOCCn1c(=NC(=O)c2ccccc2[N+](=O)[O-])sc2cc(OC)c(OC)cc21,-0.1,-1.5,-13.4,7.9
O=C(NC1CCN(Cc2ccccc2)CC1)C1CC(Cc2ccccc2Cl)=NO1 (stereo unspecified),0.0,-0.1,-57.8,16.8
CCN1C(=O)[C@H]2[C@H]3[C@H](O)[C@H](O)C/C(=N\OCc4ccccc4)[C@@H]3CC[C@H]2C1=O,0.0,-1.4,nt,5.5
Cc1ccccc1OCC(=O)Nc1ccc(Cl)cc1,0.1,-0.5,-41.5,9.6
COc1ccccc1-c1nnc(C2CCN(C(=O)Nc3ccccc3)CC2)s1,0.7,-1.5,9.0,9.3
CCC(=O)N(CCCO)Cc1cc2cc3c(cc2[nH]c1=O)OCCO3,-0.2,-0.4,-9.3,15.7
Cc1ccccc1C(=O)Nc1sc2c(c1C(=O)N1CCCC1)CCC2,-0.1,-1.1,0.8,-1.0
O=C(/C=C/c1ccc(Br)cc1)NC1CCCC1,0.0,-0.3,-43.2,17.4
O=C(Nc1cccc2ccccc12)N[C@H]1C[C@H]2C(=O)N[C@@H](Cc3ccccc3)C(=O)N2C1,0.0,0.4,-5.9,-17.6
COC(=O)c1sc2cnccc2c1N,0.0,1.7,8.4,5.3

# Other results
SMILES,FBW7 activator,GPR151 ag,TEAD-YAP block,MITF inh
CCCCn1c(CNC(=O)c2cccc(OC)c2)nnc1SCC(=O)Nc1sc2c(c1C(=O)OCC)CCCC2,0.1,-1.5,1.8,1.0
CCCNC(=S)Nc1ccc(OC)cc1,0.2,1.2,0.0,-20.2
CC(C)(C)c1ccc(C(=O)Nc2ccc(NC(=O)c3ccc(C(C)(C)C)cc3)cc2)cc1,0.3,0.4,4.6,4.1
O=C1c2ccccc2C(=O)N1CCSc1ncn[nH]1,1.3,0.9,-0.6,24.4
CC(C)(C)NC(=O)N1CCN(C(=O)NC(C)(C)C)CC1,0.6,-0.5,2.0,4.6
COc1ccc(S(=O)(=O)N(CC(=O)N2CCN(c3ccccc3)CC2)c2ccc(C)cc2)cc1OC,0.0,0.7,-2.2,13.3
CCNC(=S)/C(=C(/O)c1ccc(Cl)s1)[n+]1ccccc1,-0.1,1.0,8.6,4.6
Cc1ccc(C(=O)NCC(=O)OCC(=O)Nc2ccccc2C#N)cc1,0.1,0.9,2.3,-5.4
Cc1ccc(C(=O)[C@@H]2[C@@H](c3cccc4ccccc34)C(C#N)(C#N)[C@H]3C=Cc4cc(Cl)ccc4N23)cc1,-0.1,-0.4,12.4,8.4
COc1cc(/C=C/C(=O)OCC(=O)Nc2sc3c(c2C(N)=O)CCC(C)C3)ccc1O (stereo unspecified),-0.1,0.2,1.1,-7.4
CC1=C(C(=O)OCc2ccccc2)C(c2cn(-c3ccccc3)nc2-c2ccc(C)cc2)C(C(=O)OCc2ccccc2)=C(C)N1,0.0,1.2,-8.9,12.1
O=C(O)c1ccccc1N1C(=O)c2ccc(Oc3ccc4c(c3)C(=O)N(c3ccccc3C(=O)O)C4=O)cc2C1=O,-0.1,1.7,-3.1,-10.7
O=C(OCc1nnc(-c2ccccc2)o1)c1cc(Cl)ccc1O,0.1,0.6,5.4,-10.3
Cc1ccc(Cl)c(OCC(=O)NN2CCN(C)CC2)c1,-0.1,1.9,-0.9,-2.0
CCc1ccc2c(c1)c(=O)c(C(=O)c1ccc(C)cc1)cn2CC(=O)Nc1ccccc1,0.0,-0.3,1.8,15.3

# Screening data from PubChem BioAssay.
